# Screening results (PubChem)
# Fh CTSL1 inh: blocks F. hepatica cathepsin L1 in PFM18AAP counter-screen; 300,000 tested, 0.49% active; AID 1906; inhibition, % at 5.96 µM; recombinant F. hepatica cathepsin L1, Z-Leu-Arg-MCA fluorescence;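 active = inhibition above the mean of all tested compounds plus 3 SD, set per screening campaign, cut at about 17% in these data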;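 note: 0% = plate median of test compound wells and 100% = 1 µM Z-Phe-Ala-diazomethylketone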
# JMJD2C inh: human JMJD2C demethylase inhibition; 330,000 tested, 0.069% active; AID 2099; inhibition, % at 2.35 µM; Q9H3R0; GST-JMJD2C(1-420) H3K9me3 demethylation, DELFIA europium;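 active = more than half of a compound's replicate wells show inhibition beyond 50%, single wells judged on their own value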;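 note: signal counts dimethyl H3K9 product captured on neutravidin plate; 0% = median of DMSO wells and 100% = 0.3 times that DMSO median; strong numbers were not always called active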
# Target sequence (Q9H3R0 1-420 limits assumed): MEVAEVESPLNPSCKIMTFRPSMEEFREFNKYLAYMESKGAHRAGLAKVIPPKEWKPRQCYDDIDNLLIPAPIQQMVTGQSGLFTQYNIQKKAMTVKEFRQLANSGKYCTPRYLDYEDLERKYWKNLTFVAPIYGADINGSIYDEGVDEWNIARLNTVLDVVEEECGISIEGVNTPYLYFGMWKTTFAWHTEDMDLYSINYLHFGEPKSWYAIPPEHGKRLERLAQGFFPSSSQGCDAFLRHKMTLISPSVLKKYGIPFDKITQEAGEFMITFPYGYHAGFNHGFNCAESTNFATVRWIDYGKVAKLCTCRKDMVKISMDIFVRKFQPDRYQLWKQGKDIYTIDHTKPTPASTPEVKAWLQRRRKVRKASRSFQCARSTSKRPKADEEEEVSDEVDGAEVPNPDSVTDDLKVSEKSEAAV
# procasp7 counter: counter-screen for procaspase-3 activators: activators of human procaspase-7; P55210; recombinant procaspase-7, Ac-DEVD-pNA absorbance 405 nm; D23A/D198A/D206A triple mutant, cannot self-cleave; scale: DMSO 0, 5 µM enzyme 100; activation, % at 8.5 µM; 330,000 tested, 0.093% active; AID 463210;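 active = percent activation above the screen-wide mean plus 3 SD, cut at about 25% in these data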
# Target sequence (P55210 whole entry D23A/D198A/D206A): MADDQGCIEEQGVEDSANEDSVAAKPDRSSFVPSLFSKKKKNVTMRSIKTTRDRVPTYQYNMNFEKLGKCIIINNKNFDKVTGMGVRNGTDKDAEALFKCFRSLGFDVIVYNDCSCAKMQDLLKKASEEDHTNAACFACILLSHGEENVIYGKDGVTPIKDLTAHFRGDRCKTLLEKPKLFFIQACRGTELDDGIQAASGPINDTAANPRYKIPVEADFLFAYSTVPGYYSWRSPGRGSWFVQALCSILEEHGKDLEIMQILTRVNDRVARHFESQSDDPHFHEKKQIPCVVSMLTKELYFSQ
#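 Replicates: singlicate. Assay system: Procaspase-7 triple mutant (PC-7 D3A). Signal: 405 nm absorbance of p-nitroaniline. Times: 1 h preincubation, 2 h reaction. Buffer or medium: Zinc-free HEPES pH 7.4 with 300 mM NaCl, 0.01% Triton X-100. Also added: DEVD-pNA substrate. Benchmarks: DMSO wells as 0%, DMSO with 5 µM added PC-7 as 100%.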
# VLA-4 inh: inhibition in a human VLA-4 binding assay; P13612; VLA-4 expressing cells, ligand binding flow cytometry; inhibition, % (about 7 µM as worked out from the volumes in the protocol); 330,000 tested, 0.2% active; in the data active = inhibition above about 50%
# PP1 counter: blocks human PP1-alpha phosphatase, a PP5 counter-screen. P62136. purified PP1alpha, OMFP fluorescence. inhibition, % at 6.7 µM. 320,000 tested, 0.9% active;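 active = inhibition above the mean inhibition of all tested compounds plus 3 SD, computed separately for each screening campaign, cut at about 15% in these data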
# GRK2 aptamer HTS: blocks RNA aptamer binding to human GRK2; P25098; bead flow cytometry, FAM-aptamer displacement from GRK2; inhibition of aptamer binding, % at 10 µM; 330,000 tested, 0.59% active; AID 488847;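 active = inhibition of aptamer binding above 40%, roughly 3 SD of noise, on plates passing a quality check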;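 note: median bead fluorescence of bound FAM aptamer so fluorescent compounds give negative values; no value below 0 was filed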
# HCV core dimer: HCV core protein dimerization inhibition; 300,000 tested, 0.33% active; TR-FRET GST/Flag-core106 dimerization, 1536-well; AID 1899; inhibition, % at 5 µM;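 active = inhibition above the mean of all tested compounds plus 3 SD, set per screening campaign, cut at about 45% in these data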
#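 test system = GST/Flag-tagged HCV core106 proteins | probe or stimulus = Eu donor and XL665 acceptor anti-tag antibodies | times = compound-protein-antibody incubation 4 h at 22.5 °C | signal = TR-FRET, excitation 340 nm, emission 617 and 671 nm | measure = percent inhibition of core106 dimerization signal | controls = wells lacking GST-core106 and wells with excess unlabelled core106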
# proCasp3 act: procaspase-3 (human) activation; P42574; recombinant procaspase-3 D3A, Ac-DEVD-pNA absorbance 405 nm; activation, % at 8.5 µM; 330,000 tested, 0.11% active; AID 463141;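 active = activation above the mean of all tested compounds plus 3 SD, cut at about 21% in these data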;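 note: 0% = DMSO alone and 100% = DMSO wells spiked with extra 5 µM PC-3 D3A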
# Target sequence (P42574 whole entry D9A/D28A/D175A): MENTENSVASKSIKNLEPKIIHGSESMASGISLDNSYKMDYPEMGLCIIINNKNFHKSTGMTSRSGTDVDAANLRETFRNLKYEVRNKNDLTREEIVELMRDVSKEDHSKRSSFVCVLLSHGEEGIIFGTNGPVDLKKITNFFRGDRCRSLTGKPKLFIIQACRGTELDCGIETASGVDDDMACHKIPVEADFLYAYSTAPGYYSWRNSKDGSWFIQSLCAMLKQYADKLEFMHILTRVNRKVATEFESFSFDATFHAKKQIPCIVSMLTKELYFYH
#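 System: Procaspase-3 D3A mutant. Medium: Zinc-free 300 mM NaCl, 50 mM HEPES, 0.01% Triton X-100. Schedule: 1 h preincubation plus 2 h reaction at 25 °C. Measured by: 405 nm absorbance of p-nitroaniline, reads at 0 and 120 min. Read-out: percent activation relative to control range.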
# PP5 inh: inhibitors of human protein phosphatase 5 (PP5); 320,000 tested, 0.18% active; P53041; purified PP5c, OMFP substrate fluorescence; inhibition, % at 6.7 µM;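 active = inhibition above the campaign's mean inhibition across all tested compounds plus 3 SD, cut at about 9.5% in these data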;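 note: 0% = DMSO only and 100% = 100 µM cantharidin control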
# Active calls of the source: *; i = inactive; . = no result given; & = joins results of further samples.
# Preview, five compounds:
SMILES	Fh CTSL1 inh	JMJD2C inh	procasp7 counter	VLA-4 inh	PP1 counter	GRK2 aptamer HTS	HCV core dimer	proCasp3 act	PP5 inh
CCS(=O)(=O)c1ncc(Cl)c(C(=O)Nc2ccccc2OC)n1	-6	2	1	-21	-4	0	-4	-2	4.7
CCc1nnc2cccc(Cl)n12	-1	-37	11	-3	-1	0	0	5	1.0
CCOC(=O)N1CCC(N2Cc3cccc(C(=O)Nc4ccc(F)cc4)c3C2=O)CC1	2	-7	8	-2	-1	0	5	-5	0.0
CCCCNC(=S)N(C)/N=C/c1c(C)[nH]c2ccccc12	9	-24	4	-31	4	14	-2	8	1.9
O=C(NC(=S)NCc1ccccc1)c1ccc2c(c1)OCO2	0	3	-11	0	4	94*	-8	2	4.0

# Results, previewed entries included:
SMILES	Fh CTSL1 inh	JMJD2C inh	procasp7 counter	VLA-4 inh	PP1 counter	GRK2 aptamer HTS	HCV core dimer	proCasp3 act	PP5 inh
CCS(=O)(=O)c1ncc(Cl)c(C(=O)Nc2ccccc2OC)n1	-6	2	1	-21	-4	0	-4	-2	4.7
CCc1nnc2cccc(Cl)n12	-1	-37	11	-3	-1	0	0	5	1.0
CCOC(=O)N1CCC(N2Cc3cccc(C(=O)Nc4ccc(F)cc4)c3C2=O)CC1	2	-7	8	-2	-1	0	5	-5	0.0
CCCCNC(=S)N(C)/N=C/c1c(C)[nH]c2ccccc12	9	-24	4	-31	4	14	-2	8	1.9
O=C(NC(=S)NCc1ccccc1)c1ccc2c(c1)OCO2	0	3	-11	0	4	94*	-8	2	4.0
CCCCn1cnc2c1c(=O)n(CC(=O)c1cc(C)n(C)c1C)c(=O)n2CC(C)C	4	3	-7	3	-1	2	10	3	2.6
Cc1cc(C)c(C)c(S(=O)(=O)N2CCN(CC(=O)Nc3ccc([N+](=O)[O-])cc3)CC2)c1C	0	-2	2	-4	3	0	-8	-5	1.5
Cc1ccc(N2CN=C3SCC(=O)N3C2)cc1C	-4	3	8	21	0	1	-1	4	2.8
CC(=O)C1=C(O)C(=O)N(Cc2ccccc2)C1c1cccc([N+](=O)[O-])c1 (centres undefined)	1	-11	-11	32	0	1	-8	-1	0.2
CC(=O)Nc1cccc(NC(=O)c2ccccc2OCc2c(C)noc2C)c1	5	16	4	4	0	3	-2	7	-2.2

SMILES	Fh CTSL1 inh	JMJD2C inh	procasp7 counter	VLA-4 inh	PP1 counter	GRK2 aptamer HTS	HCV core dimer	proCasp3 act	PP5 inh
CCCn1ccc(O)c(Cc2ccc(Cl)cc2)c1=O	-4	3	-2	20	-2	0	-2	0	-1.8
C=CCn1c(N2CCN(c3ccc(OC)cc3)CC2)nc2c1c(=O)[nH]c(=O)n2C	7	11	4	1	-3	3	3	-1	1.6
COc1ccc2[nH]c3c(c2c1)CCN1C(=O)N([C@@H](C)C(=O)NCc2c(F)cccc2Cl)C(=O)[C@]31C	3	0	7	0	-5	0	0	11	1.5
N#Cc1ccc(COc2cccc3cccnc23)cc1	0	-7	-2	13	1	0	7	-7	1.2
CCN(CC(=O)Nc1ccc2c(c1)OCCO2)CC(=O)Nc1cc(C)on1	-1	1	2	0	2	0	-2	1	0.6
CN1CCC(N(C)C(=O)c2ccccc2Nc2ccc(SC(F)F)cc2)CC1	1	6	6	4	-3	0	-4	1	0.7
CC1(c2cccc(Br)c2)NC(=O)N(CC(=O)NC2CCCCC2)C1=O (centres undefined)	.	.	6	-7	-3	2	.	7	-0.5
Nc1nc(SCC(=O)N2CCCc3ccccc32)n[nH]1	.	1	-17	5	.	0	.	10	.
CCOC(=O)c1c(C)oc2cc(Br)c(O)c(Br)c12	1	-4	-2	4	-4	0	-4	4	2.0
CCOc1ccc(NC(=S)NC23CC4CC(CC(C4)C2)C3)cc1	2	2	-2	18	8	0	-8	4	8.1

SMILES	Fh CTSL1 inh	JMJD2C inh	procasp7 counter	VLA-4 inh	PP1 counter	GRK2 aptamer HTS	HCV core dimer	proCasp3 act	PP5 inh
Cc1cc(C(=O)N2CCCC(C(=O)c3cccc(C(F)(F)F)c3)C2)nc(C)n1 (centres undefined)	3	-25	-2	1	-2	0	-1	3	1.2
CCOc1cc(/C=N/Nc2nc(-c3cccs3)c(NC(C)=O)s2)ccc1O	11	-9	-35	10	-4	2	5	-12	-0.3
Cc1ccc(S(=O)(=O)N(C)C)cc1NC(=O)COc1ccccc1C(=O)Nc1ccccc1	-5	0	-8	24	2	3	8	-8	1.7
CSc1nc2ccc3nc(NC(=O)c4cccs4)sc3c2s1	-5	-4	-10	-23	0	4	13	-4	2.1
COc1cc(/C=N/NC(=O)CC#N)ccc1Oc1nc(Cl)ncc1F	-2	-4	2	-7	1	1	1	-6	-1.0
COn1c(-c2ccccc2)nc2c1CCc1nonc1-2	-4	-8	7	11	2	2	-5	10	1.9
CCOC(=O)Cc1csc(NC(=O)c2c(-c3c(F)cccc3Cl)noc2C)n1	7	6	-2	-3	0	0	-3	-2	2.2
CCn1c(SCC(=O)N2CCN(C(=O)c3ccco3)CC2)nnc1C(C)C	-3	-2	2	-13	-2	0	-8	6	1.7
Cc1nn(-c2cc(N3CCCC3)ccc2[N+](=O)[O-])c(=O)c2ccccc12	9	19	-2	-23	2	1	-4	1	1.9
COC(=O)c1ccc(NC(=O)Nc2ccc(F)c(Cl)c2)cc1	-5	-1	0	-2	5	0	0	-1	5.5

SMILES	Fh CTSL1 inh	JMJD2C inh	procasp7 counter	VLA-4 inh	PP1 counter	GRK2 aptamer HTS	HCV core dimer	proCasp3 act	PP5 inh
CN(c1ccccc1)c1ccc(/C=c2\s/c(=C(/C#N)C(=O)C(C)(C)C)n(Cc3ccco3)c2=O)cc1	2	-19	3	i	2	0	63*	-6	-3.4
CC1CN(C(=O)Cn2cc(SCC(=O)N3CCOCC3)c3ccccc32)CC(C)O1 (centres undefined)	-3	-7	-1	-24	-7	0	3	5	1.9
C[C@@H](NC(=O)c1nc[nH]c1C(=O)NCC(=O)OCc1ccccc1)c1ccccc1	5	1	8	1	3	0	6	6	2.1
COc1ccc(CCNc2cc(N3CCN(C(=O)c4ccccc4OC)CC3)ccc2[N+](=O)[O-])cc1OC	3	-8	7	2	-2	3	9	-3	1.4
CN(C(=O)c1cccc([N+](=O)[O-])c1)c1ccccc1C(=O)NCc1ccccc1	2	1	0	11	1	1	-11	4	2.4
COc1cccc(CN2CCN(C(=O)c3cc(-c4ccccn4)nc4ccc(Cl)cc34)CC2)c1	2	-23	1	-26	1	0	10	-4	1.6
O=C(CCS(=O)(=O)c1ccc(F)cc1)Nc1ccc(N2CCN(Cc3ccccc3)CC2)cc1	.	.	7	24	-2	0	.	4	-0.6
COC(=O)c1sc(-c2ccc(Cl)cc2)cc1NC(=O)CSCC(=O)O	6	-4	2	0	-1	0	11	-7	-1.4
CS(=O)(=O)N1CCCC(C(=O)Nc2ccc(F)cc2F)C1 (centres undefined)	1	1	11	-2	0	0	-1	-1	4.3
CN(Cc1nc(-c2cnccn2)no1)CC1(c2ccccc2)CC1(C)C (centres undefined)	-6	30	2	-16	3	1	0	8	0.7

SMILES	Fh CTSL1 inh	JMJD2C inh	procasp7 counter	VLA-4 inh	PP1 counter	GRK2 aptamer HTS	HCV core dimer	proCasp3 act	PP5 inh
CC(NS(=O)(=O)c1ccc(Br)cc1)C(c1cccs1)N1CCN(C)CC1 (centres undefined)	-1	-11	-3	-16	3	0	-5	5	-1.4
CCCCCc1cc(=O)oc2c(C(CCN3CCN(c4ccccc4)CC3)c3ccc4c(c3)OCO4)c(OC)cc(OC)c12 (centres undefined)	33*	9	3	-9	13	6	-8	11	2.1
Cc1nn(C)c(C)c1/C=C(/C(=O)C(C)(C)C)n1cncn1	-2	-7	8	3	-6	1	3	-1	-0.9
CCOc1cccc2sc(=NC(=O)CCS(=O)(=O)c3ccccc3)n(CC)c12	-3	4	-3	-19	-2	1	14	2	-0.4
O=C(CN1C(=O)c2ccccc2S1(=O)=O)NCc1ccco1	4	-17	-6	-18	-6	0	-1	-3	-1.1
COC(=O)CCS(=O)(=O)c1ccc(NC(C)=O)cc1	0	-4	-7	-1	-4	1	-4	2	-0.9
Cn1c(NC(=O)c2ccccc2Br)cc(=O)n(C)c1=O	-3	-22	-11	3	0	1	3	10	-0.9
CC(C)C(C)NC(=O)COc1ncnc2ccccc12 (centres undefined)	2	2	-6	5	-1	0	-5	9	-1.8
CCOCCn1c(CN2CCCC(C)C2)nc2c1c(=O)n(C)c(=O)n2C (centres undefined)	-2	3&11	8	10	-1	1	9	10	1.1
O=C(Nc1cccc2ccccc12)N1CCN(c2ccc(F)cc2)CC1	-1	-20	9	5	-2	1	3	7	-2.2

SMILES	Fh CTSL1 inh	JMJD2C inh	procasp7 counter	VLA-4 inh	PP1 counter	GRK2 aptamer HTS	HCV core dimer	proCasp3 act	PP5 inh
Cc1ccccc1CS(=O)(=O)Cc1ccc(C(=O)NC2CCCC2)o1	1	-1	3	-3	-1	0	0	2	0.0
O=c1[nH]c2ccc(S(=O)(=O)N3CCN(c4ccccc4)CC3)cc2[nH]c1=O	7	-12	-4	-7	1	1	0	-1	0.5
Cc1ccc(S(=O)(=O)/N=C(/Nc2cccc(C(=O)O)c2)c2ccccc2)cc1	4	2	4	-8	-2	0	5	-2	2.4
COc1ccc(-n2nc(C(=O)NCc3ccco3)c3c4ccccc4n(C)c3c2=O)cc1Cl	1	-25	-4	0	-5	2	6	1	4.9
Cc1nnc(N2C(=O)C(O)=C(C(=O)c3ccco3)C2c2cccc3ccccc23)s1 (centres undefined)	-1	-34	-5	1	0	2	11	2	-0.2
Cc1ccc(S(=O)(=O)Nc2cccc(C(=O)NCc3ccccn3)c2)cc1F	-1	-3	11	7	-6	0	-3	12	-2.6

# Pulled by compound from above, two records:
SMILES	Fh CTSL1 inh	JMJD2C inh	procasp7 counter	VLA-4 inh	PP1 counter	GRK2 aptamer HTS	HCV core dimer	proCasp3 act	PP5 inh
CC1CN(C(=O)Cn2cc(SCC(=O)N3CCOCC3)c3ccccc32)CC(C)O1 (centres undefined)	-3	-7	-1	-24	-7	0	3	5	1.9
CCc1nnc2cccc(Cl)n12	-1	-37	11	-3	-1	0	0	5	1.0
